# Large T inhibition: SV40 large T antigen inhibitors, biochemical (AID 1903); SV40 large T antigen ATPase/helicase inhibition assay; higher % means a stronger effect; inhibition, % at 20 µM; hits with a dose series show IC50 in µM; 0.39% of 310,000 active; in the data active = a potency from the dose series; inconclusive = inhibition mostly from about 32% at the one dose, without a potency; inactive = the rest, 99 in 100 with inhibition below about 32%; also: strong numbers were not always called active
# UTI89 phage lysis: inhibition of K1F phage lysis, E. coli UTI89, bacterial capsule biogenesis inhibitors, alamar blue (AID 488966) | E. coli UTI89 K1F phage lysis, alamar blue, 2 h; higher % means a stronger effect | inhibition, % at 100 µM; hits with a dose series show IC50 in µM | 0.02% of 340,000 active;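 active = phage lysis inhibition, versus mean bacterial control, above a set limit; inconclusive = no clear call, values can overlap the other calls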;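 also: capsule biogenesis inhibitors block K1F phage lysis so surviving cells raise fluorescence; higher fluorescence means more inhibition of phage lysis; actives were called in the ten point dose series up to 300 µM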
# T cell HTS: modulators of CD8 T cell-vesicle binding, primary screen, mouse 2C CD8+ T cells, flow cytometry | 0.068% of 330,000 active | 2C CD8+ T cell-vesicle binding; stronger effect = lower value | calls only at 7 µM;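 active = response, share of CD8 T cells binding vesicles, and their 90th percentile fluorescence all below set limits, cut at about 80% in these data, passing the limit was not always enough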
#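 Assay system: 2C TCR transgenic mouse naive CD8+ T cells, MACS-purified | Read-out: CD8+ gate FL2 mean fluorescence as % of same-row positive control | Signal: High-throughput flow cytometry with anti-B7-1 and anti-CD8 staining | Timing: Binding step 1.5 h, 37 °C, antibody labelling 20 min, ice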
# MgcRacGAP inhibition: MgcRacGAP GTPase-activating activity inhibitors, confirmation, biochemical, ADP Hunter fluorescence | 0.6% of 340,000 active | one-dose inhibition, % at 30 µM; IC50 in µM for titrated hits | MgcRacGAP-stimulated Rac1 GTP hydrolysis, ADP Hunter fluorescence; higher % means a stronger effect; GST-tagged Rac1 F28L mutant substrate | Rac GTPase-activating protein 1 (Homo sapiens) | AID 624330, 2012;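 active = first-screen hits whose inhibition reached a set limit at any dose in the follow-up dose series; inconclusive = inhibition above the set first-screen limit but never retested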;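 also: fluorescence reports GDP produced by GAP-driven GTP hydrolysis; strong numbers were not always called active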
# TNAP activators: human TNAP enzyme activators, primary screen, biochemical, luminescent, no phosphate acceptor, uHTS (AID 1001); purified TNAP, luminescent activation assay, no phosphate acceptor; higher activation fold means a stronger effect; Alkaline phosphatase, tissue-nonspecific isozyme (Homo sapiens); activation fold at 20 µM, or EC50 in µM where a hit was titrated; 0.03% of 200,000 active; in the data active = activation fold from about 3, or a potency from the dose series; inactive = the rest, 99 in 100 with activation fold below about 1.6; also: many of its hits are not listed in these tables
# NTR1 agonist: agonists of NTR1, primary screen, imaging, U2OS cells, beta-arrestin-GFP, high content (AID 493036). 0.17% of 330,000 active. activation, % at 20 µM. NTR1-U2OS beta-arrestin-GFP spot imaging, agonist mode;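 active = activation at or above 40% of the spot to cytoplasm intensity ratio, with at least 20 cells analyzed; inconclusive = wells under 20 cells, flagged as cytotoxic or low count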;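 also: 0% = DMSO without peptide and 100% = 100 nM NTR1 peptide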
# Target sequence (P30989 whole entry, looked up): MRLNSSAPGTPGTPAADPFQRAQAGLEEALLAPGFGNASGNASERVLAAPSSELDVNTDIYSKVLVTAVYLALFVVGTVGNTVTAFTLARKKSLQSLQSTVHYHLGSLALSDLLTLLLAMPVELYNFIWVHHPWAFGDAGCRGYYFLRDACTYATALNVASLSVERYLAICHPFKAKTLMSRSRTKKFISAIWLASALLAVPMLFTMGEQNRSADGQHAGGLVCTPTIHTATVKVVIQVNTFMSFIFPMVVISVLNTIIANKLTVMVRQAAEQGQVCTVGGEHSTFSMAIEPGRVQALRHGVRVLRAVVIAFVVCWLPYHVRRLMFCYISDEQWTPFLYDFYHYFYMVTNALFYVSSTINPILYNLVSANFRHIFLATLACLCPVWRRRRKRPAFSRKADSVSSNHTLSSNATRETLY
# Myeloid diff 2: induction of myeloid progenitor differentiation, primary screen, cell-based, flow cytometry, MLPCN library. ER-HoxA9 myeloid progenitors, lysozyme-GFP differentiation. calls only at 10 µM. 1% of 360,000 active;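 active = normalized GFP-positive differentiation at or above the plate's own cutoff, the solvent-only control mean plus 3 SD; inconclusive = no clear call, values can overlap the other calls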;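 also: cells exposed to compound for four days before flow analysis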
# PhoP inhibition: inhibitors of PhoP regulon expression, primary screen, Salmonella Typhimurium, GFP reporter (AID 1863); S. Typhimurium PhoP-regulated promoter GFP reporter, 4 h; higher % means a stronger effect; inhibition, % at 50 µM, or IC50 in µM where a hit was titrated; 0.16% of 300,000 active;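 active = inhibition over 29.93%, a cutoff 3 SD above the screen mean, later confirmed by dose response; inconclusive = inhibition over 29.93% but no dose response follow-up; inactive = inhibition at most 29.93% or unconfirmed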;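 also: 0% = low Mg2+ inducing control and 100% = high Mg2+ repressing control; strong numbers were not always called active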
# RSV CPE inhibition: RSV antiviral activity via CPE protection, HEp-2 cells, primary 10 µM value included (AID 2391). HEp-2 cells, RSV-induced CPE inhibition; higher % means a stronger effect. CPE inhibition, % at 10 µM; hits with a dose series show IC50 in µM. 0.13% of 310,000 active; in the data active = a potency from the dose series; inconclusive = CPE inhibition mostly from about 23% at the one dose, without a potency; inactive = the rest, 99 in 100 with CPE inhibition below about 21%; also: strong numbers were not always called active
# T cell HTS vesicle-bound %: recorded beside T cell HTS, whose call it bears; double positive events, %; measured here: CD8+ vesicle-bound cell fraction;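 binding gate set so that unloaded-vesicle control wells show 10% double positive cells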
# NTR1 agonist cell count 20 µM: further read-out of NTR1 agonist, marked with its call; cell count; measured here: cell count, cytotoxicity flag
# Myeloid diff 2 GFP+ MAC1+ %: recorded beside Myeloid diff 2, whose call it bears; GFP+ MAC1+ double positive, %; measured here: differentiation confirmed by MAC1 staining
# The depositor's hits bear a star; i = inactive; ? = inconclusive; / = not tested or not shown; [ ] = remark or other dose.
SMILES,Large T inhibition,UTI89 phage lysis,T cell HTS,T cell HTS vesicle-bound %,MgcRacGAP inhibition,TNAP activators,NTR1 agonist,NTR1 agonist cell count 20 µM,Myeloid diff 2,Myeloid diff 2 GFP+ MAC1+ %,PhoP inhibition,RSV CPE inhibition
Cc1csc(NC(=O)CCNC(=O)c2ccccc2Cl)n1,13.6%,-0.1%,i,33.0,8.6%,1,-0.1,50,i,0.5,-4.7%,0.0%
O=C(CNC(=O)c1ccccc1F)OCc1nc2ccccc2s1,-3.0%,1.5%,i,62.2,6.8%,1,-0.5,60,i,1.3,-3.9%,0.6%
COc1ccc(-c2nnc(SCC(=O)NC(=O)NCc3ccco3)o2)cc1,10.8%,0.4%,i,14.0,5.9%,1.1,0.0,87,i,0.9,-13.7%,1.9%
COc1cc(C(=O)NCC(=O)OCc2ccccc2Cl)cc(OC)c1OC,8.9%,0.1%,i,38.1,4.5%,1.1,1.5,54,i,0.6,2.5%,1.9%
COc1ccc(C2NC3=C(CCC3)C3(C#N)C4(N=C(N)C23C#N)OCCO4)cc1 (centres undefined),10.6%,0.8%,i,4.2,-4.7%,1.1,0.0,40,i,1.8,4.1%,-0.3%
CC(=O)Nc1ccc(OC(=O)c2cc([N+](=O)[O-])ccc2Cl)cc1,?,0.5%,i,26.2,?,1.1,4.4,83,i,4.7,-4.4%,/
CC(C)(C)c1ccccc1OCCOCCN1CCCCCC1,10.7%,0.1%,i,51.7,-5.5%,1.1,-1.1,45,i,0.0,-8.4%,-1.6%
Cc1ccc(NC(=S)N/N=C2\CC(C)(C)Oc3ccc(O)cc32)cc1,8.1%,1.5%,i,59.7,2.9%,0.9,2.5,82,i,0.2,15.2%,-0.2%
COc1ccc(-c2cnc(SCC(=O)Nc3cc(C)on3)n2Cc2ccco2)cc1,36.9%,6.0%,i,29.1,4.8%,1.1,-1.2,78,i,0.3,-4.7%,4.8%
NC(=O)c1ccsc1NC(=O)COC(=O)COc1ccccc1[N+](=O)[O-],/,-0.3%,i,39.4,10.3%,/,3.4,50,i,0.9,/,0.2%
Cc1ccc(C(=O)O)cc1[N+](=O)[O-],/,-0.1%,i,28.7,5.6%,/,1.2,43,i,1.4,/,1.3%
COc1cc([N+](=O)[O-])ccc1NC(=O)/C=C/C(=O)O,12.5%,3.2%,i,38.5,4.2%,1,0.8,40,i,0.2,1.6%,1.3%
COc1ccccc1Nc1ncnc2c1c(C)c(C)n2CCO,22.2%,1.2%[50 µM],i,35.3,13.4%,/,1.1,83,i,0.1,7.1%,63.5%
O=C(O)Cn1c(SC2CCCCC2)nc2ccccc21,11.5%,0.1%,i,21.4,13.2%,1.1,-0.7,37,i,0.9,-5.9%,1.4%
O=C(c1ccccc1OCc1ccc(Cl)cc1)N1CCN(c2ccccn2)CC1,12.6%,-0.2%[50 µM],i,39.1,4.7%,/,1.6,61,i,1.4,-4.5%,7.5%
O=C(CS(=O)(=O)c1ccccc1)Nc1ccccn1,7.7%,0.1%,i,22.4,2.3%,1.1,0.7,29,i,0.4,1.9%,1.6%
COc1c([N+](=O)[O-])cc(C(=O)NNC(=O)c2ccc(C)cc2)cc1[N+](=O)[O-],2.3%,0.2%,i,61.6,17.2%,/,1.8,55,i,1.2,6.8%,2.3%
COCCn1c(COc2ccc(OC)cc2)nc2ccccc21,-4.7%,0.8%,i,46.6,3.9%,1.1,0.0,50,i,0.6,15.7%,5.2%
O=C(CNC(=O)c1cccc(S(=O)(=O)N2CCc3ccccc32)c1)Nc1ccc(F)c(F)c1F,/,-0.1%[50 µM],/,/,9.2%,/,-0.8,56,i,0.9,/,/
Cc1ccc(S(=O)(=O)Nc2nc3ccccc3nc2N2CCN(c3ccccc3F)CC2)cc1,9.4%,3.9%[50 µM],i,26.3,-1.9%,1,4.7,51,i,5.2,-8.7%,16.5%
CCCCCCn1c(N)c(C#N)c2ccc([N+](=O)[O-])cc2c1=O,1.2%,0.1%,i,19.6,2.5%,1,7.8,42,i,0.4,4.7%,2.9%
O=S1(=O)[C@H]2C[C@@H]3C=C[C@@]2(CN1Cc1ccccc1F)O3,20.0%,1.0%,i,19.7,13.0%,/,-0.6,102,i,0.0,/,0.0%
COc1cccc(NC(=O)CSc2nnc(CN3CCOCC3)n2C)c1,6.7%,4.6%,i,11.4,5.3%,1.1,1.9,85,i,1.1,-6.1%,0.0%
COCCn1c(=NC(=O)CCS(=O)(=O)c2ccccc2)sc2cc(C(=O)OC)ccc21,5.0%,-0.1%,i,14.4,6.0%,/,0.0,61,i,3.2,-4.2%,1.3%
CCCNc1nc(NCC)nc(OC)n1,12.1%,1.2%,i,41.4,14.2%,1.1,1.6,55,i,0.8,1.6%,1.8%
CN(C)CC1(c2ccccc2)CCCC1,1.2%,-0.3%,i,10.0,-6.5%,1.1,2.0,77,i,1.5,15.2%,-0.4%
Cc1nc(NCc2ccccc2)sc1C(=O)Nc1ccccc1,5.0%,0.3%,i,27.4,10.4%,1.4,0.7,48,i,0.7,3.3%,0.2%
CCOC(=O)N1CCN(c2nc3ccccc3nc2C(C#N)C(=O)NCCc2ccccc2)CC1 (centres undefined),21.5%,2.9%,i,15.9,12.3%,1,1.4,39,i,0.3,2.1%,13.8%
COc1cc(C(=O)NCCc2c[nH]c3ccccc23)ccc1OCc1c(C)noc1C,7.4%,0.2%,i,44.2,-13.0%,1.1,1.3,58,i,0.4,2.1%,0.8%
Cc1c(CC(=O)N2CCN(C(=O)C3COc4ccccc4O3)CC2)c(=O)oc2c(O)c(O)ccc12 (centres undefined),2.43µM*,0.6%,i,3.7,10.6%,/,-0.6,38,i,5.1,-3.7%,3.1%
CC1CCN(S(=O)(=O)c2ccc(N/N=C(/C#N)C(N)=O)cc2)CC1,6.1%,0.2%,i,36.3,7.3%,1,2.8,66,i,0.4,3.6%,7.0%
Fc1ccc(-c2cc(C(F)(F)F)nc(NCc3cccs3)n2)cc1,14.6%,5.6%[50 µM],i,5.4,0.6%,1,14.9,73,i,2.5,7.7%,11.1%
COc1ccc(CCNC(=O)C(=O)N2CCCCC2)cc1OC,19.9%,-0.5%,i,33.5,0.9%,1.1,1.3,54,i,1.7,4.9%,0.4%
CCOC(=O)C1Cc2ccccc2CN1 (centres undefined),4.9%,0.3%,i,9.0,0.8%,1.1,-0.9,59,i,2.0,7.5%,0.2%
CC(=O)c1ccc2noc(-c3ccc(Cl)cc3)c2c1,2.0%,-0.3%,i,38.4,3.8%,1.1,2.3,48,i,0.1,-6.6%,1.3%
N/C(Cn1cncn1)=N\NC(=O)C(=O)Nc1ccc(Cl)cc1Cl,5.7%,-1.6%,i,42.8,1.6%,2.5,0.6,44,i,0.2,-8.6%,-0.4%
O=[N+]([O-])c1ccc(CSc2ccc(S(=O)(=O)N3CCCCC3)cn2)cc1,/,-0.3%[50 µM],i,41.8,2.6%,/,-0.8,64,i,0.2,/,/
S=C(Nc1ccc(Cl)c(Cl)c1)NN1CCOCC1,5.5%,-0.3%,i,6.8,-7.5%,1,-1.5,70,i,0.0,1.2%,0.8%
Cc1noc(C)c1S(=O)(=O)N(CC(=O)NCCc1ccccc1)c1ccc(C(C)C)cc1,13.2%,0.2%,i,6.5,1.2%,/,0.9,62,i,4.8,7.7%,-2.6%
CCN(CC)C(=O)c1ccc(C(=O)Nc2ccc(F)cc2)cc1,18.6%,1.8%,i,31.8,2.3%,/,2.4,61,i,1.8,-2.2%,0.4%

# Single values from the entries so far:
# `Fc1ccc(-c2cc(C(F)(F)F)nc(NCc3cccs3)n2)cc1` in Large T inhibition → 14.6%
# `CCCCCCn1c(N)c(C#N)c2ccc([N+](=O)[O-])cc2c1=O` in UTI89 phage lysis → 0.1%

# Going on with the list:
SMILES,Large T inhibition,UTI89 phage lysis,T cell HTS,T cell HTS vesicle-bound %,MgcRacGAP inhibition,TNAP activators,NTR1 agonist,NTR1 agonist cell count 20 µM,Myeloid diff 2,Myeloid diff 2 GFP+ MAC1+ %,PhoP inhibition,RSV CPE inhibition
COc1cccc(NC(=O)c2c(C)nn(-c3ccccc3)c2Cl)c1,11.9%,-1.3%,i,59.8,2.4%,/,0.6,55,i,0.0,-5.6%,3.4%
Cc1ccc(C(=O)N/C(=C\c2cccs2)C(=O)NCCCn2ccnc2)cc1,6.8%,0.5%[50 µM],i,45.9,-12.4%,1.1,-0.5,42,i,0.4,-1.7%,2.1%
CCN(CC)C(=O)COc1ccc2oc(-c3ccco3)cc(=O)c2c1,8.3%,0.4%,i,43.5,13.2%,1.1,1.4,79,i,0.2,-11.8%,0.6%
CC(=O)c1c(C)oc(C)c1CSCc1ccc(C(=O)O)o1,?,0.1%,i,43.9,14.0%,1.1,1.4,100,i,1.1,-2.8%,1.9%
COc1ccccc1CCC(=O)OCC(=O)Nc1cccc(S(=O)(=O)N2CCCCC2)c1,21.0%,0.2%[50 µM],i,38.4,1.1%,/,4.5,51,i,0.6,-2.6%,-0.4%
Cc1ccccc1Nc1nc(N)nc(COC(=O)[C@@H](NC(=O)c2ccccc2Cl)C(C)C)n1,16.0%,0.7%[50 µM],i,37.3,6.5%,/,-0.9,65,i,0.6,-4.7%,2.7%
CCN(CC)CC(=O)c1c[nH]c2ccc(C)cc12,19.7%,0.1%,i,55.7,7.5%,1.1,-1.0,54,i,0.4,4.0%,0.2%
CC(C)(C)n1nc2c(c1NC(=O)c1c(F)cccc1F)CS(=O)(=O)C2,1.4%,0.8%,i,42.0,9.5%,/,0.5,65,i,0.7,4.6%,0.6%
O=C(NCCN1CCOCC1)c1c(O)nc2sccn2c1=O,20.6%,0.9%[50 µM],i,40.0,7.9%,/,-0.4,72,i,0.2,3.2%,-0.3%
COc1cccc2c1OCC(CN1CCN(Cc3ccccc3F)C(CCO)C1)=C2 (centres undefined),1.7%,-1.6%,i,43.5,-1.4%,/,2.5,58,i,0.6,-5.0%,4.4%

# From PubChem

# Compounds were not picked by outcome; 2.3% or so of the library scored in one or more.
